S3 lipid droplet – qHTS Assay for Lipid Storage Modulators in Drosophila S3 Cells. hit rate 0.64% among 320,000. Drosophila S3 cells, BODIPY lipid droplet fluorescence, 18-24 h; cells fed with added oleic acid. lipid storage change, negative = inhibition, % at the top dose, mostly 46.1 µM; hits show Potency in µM; active = well fitted inhibition curve with a large enough effect in the signal ratio, with a control signal flat, not every such curve was filed as active; inconclusive = small, poorly fitted or top-dose-only effect, or effect the other way, or a change in a side signal; the % refers to the signal ratio
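Drosophila S3 cells loaded with oleic acid (400 uM, as added) and compounds at several concentrations; lipid droplets imaged by 488-nm laser-scanning cytometry, 500–530 nm intensity and object ratio to cell channel. Percent activity normalized to 20 uM Triacsin C.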
S3 lipid droplet cell count max – further read-out of S3 lipid droplet, marked with its call; cell number change, %; measured here: cell count max response;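 cells counted by Cell Tracker Red CMTPX staining in the red channel; peak over a dose series mostly up to 46.1 µM; percent activity relative to internal control wells on each plate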
* = called active by the depositor. % is scaled to controls: 0 for no effect and ±100 for the full control effect; potency is read from the fitted curve at half-maximal effect. An excerpt; count on the stated rates, not on these rows.

Results for CC(C)c1ccc(/C=N/NC(=O)C2CCCC2)cc1 ?
S3 lipid droplet: 3.3µM*; S3 lipid droplet cell count max: -29*

What do the screens show for `CCCCN(C)CCCNC(=O)C1CCC(CNS(=O)(=O)c2c(C)cc(C)cc2C)CC1` (centres undefined)?
S3 lipid droplet: 7%; S3 lipid droplet cell count max: 16

What do the screens show for `O=C(N/N=C/C1=C(N2CCOCC2)C(=C\c2ccccc2)/CC1)Nc1ccccc1`?
S3 lipid droplet: inconclusive

What do the screens show for `Cc1cccc(C)c1NC(=S)Nc1c(C)n(C)n(-c2ccccc2)c1=O`?
S3 lipid droplet: inconclusive

What do the screens show for `CCOC(=O)c1sc(SC)nc1N`?
S3 lipid droplet: 1%

How did COc1ccc(C2C(C(=O)c3ccccc3)=C(C)Nc3nc4ccccc4n32)c(OC)c1 (centres undefined) do in these assays?
S3 lipid droplet: inconclusive

Results for CCC12CN(C(=O)c3ccc(OC)cc3)CC(CC)(CN(C(=O)c3ccc(OC)cc3)C1)C2=O ?
S3 lipid droplet: 20%; S3 lipid droplet cell count max: 7

What do the screens show for `Cc1c(NC(=O)C(C)OC(=O)c2cccc(S(=O)(=O)N3CCOCC3)c2)c(=O)n(-c2ccccc2)n1C` (centres undefined)?
S3 lipid droplet: 21%; S3 lipid droplet cell count max: 5

How did CCOc1ccc(NC(=S)N(CCc2c(C)[nH]c3ccc(C)cc23)Cc2cccnc2)cc1 do in these assays?
S3 lipid droplet: inconclusive

How did Cc1ccc(OCCNC(=O)/C=C/c2ccccc2)cc1C do in these assays?
S3 lipid droplet: inconclusive

What do the screens show for `C=CCn1c(SCc2cc(=O)n3ccsc3n2)nc2ccccc2c1=O`?
S3 lipid droplet: -12%; S3 lipid droplet cell count max: 1

How did COc1ccc(OC)c(NC(=O)c2ccc3c(c2)C(=O)N(c2ccc(OC(C)=O)cc2)C3=O)c1 do in these assays?
S3 lipid droplet: 11%; S3 lipid droplet cell count max: 12

What do the screens show for `CC1Cc2cc(/C(O)=C3/C(=O)C(=O)N(CCCN(C)C)C3c3ccncc3)ccc2O1` (centres undefined)?
S3 lipid droplet: 6%; S3 lipid droplet cell count max: 14

How did CSc1nc2nc3c(c(=O)n2[nH]1)CCCC3 do in these assays?
S3 lipid droplet: inconclusive

What do the screens show for `CCc1cccc2c(C(=O)CSc3nncn3-c3ccc(OC)cc3)c[nH]c12`?
S3 lipid droplet: inconclusive

What do the screens show for `Cc1nn(C2CCS(=O)(=O)C2)c(Cl)c1/C=C/C(=O)OCC(=O)N(C)C` (centres undefined)?
S3 lipid droplet: 4%; S3 lipid droplet cell count max: 1

What do the screens show for `CN1C(=O)c2cccc3c(S(=O)(=O)NCCc4ccccc4)ccc1c23`?
S3 lipid droplet: 0%; S3 lipid droplet cell count max: 22

How did COc1ccc(OC)c(/C=N/NC(=O)CCc2ccc(O)c(O)c2)c1 do in these assays?
S3 lipid droplet: -2%; S3 lipid droplet cell count max: 3

What do the screens show for `CC1Cc2nc(SCC(=O)NCC3CCCO3)n(C)c(=O)c2S1` (centres undefined)?
S3 lipid droplet: -1%; S3 lipid droplet cell count max: -8

What do the screens show for `COCCN(C(=O)CSc1n[nH]c(-c2ccc(OC)cc2)n1)c1c(N)n(Cc2ccccc2)c(=O)[nH]c1=O`?
S3 lipid droplet: inactive; S3 lipid droplet cell count max: -1

Results for CC1CCCC(C)N1C(=O)COc1ccc(F)cc1 (centres undefined) ?
S3 lipid droplet: 1%; S3 lipid droplet cell count max: -1

What do the screens show for `COc1ccc(CNC[C@@H](CCCCN(C)Cc2ccc(OC)cc2)N2C[C@H](c3ccccc3)N(CCc3ccc(Cl)c(Cl)c3)C(=O)C2=O)cc1`?
S3 lipid droplet: -12%; S3 lipid droplet cell count max: -2

Results for O=C(OCC(F)(F)C(F)F)c1ccccc1C(=O)Oc1ccc(F)cc1F ?
S3 lipid droplet: 6%

How did CC(=O)Nc1ccccc1NC(=O)C/C(C)=N/NC(=O)C(=O)N1CCCCC1 do in these assays?
S3 lipid droplet: inconclusive

What do the screens show for `COc1ccc(CCNC(=O)CCCCCN2C(=O)[C@@H]3Cc4ccccc4CN3C2=O)cc1OC`?
S3 lipid droplet: inconclusive

What do the screens show for `NC(=O)C1CCCN(S(=O)(=O)c2ccc3ccccc3c2)C1` (centres undefined)?
S3 lipid droplet: inactive; S3 lipid droplet cell count max: -11

What do the screens show for `Cc1ccc(C(C)C)cc1OCC(=O)NNC(=O)Nc1ccccc1`?
S3 lipid droplet: inconclusive

How did Cc1ccccc1NC(=O)Nc1nnc(CC(=O)NCc2ccccc2)s1 do in these assays?
S3 lipid droplet: inconclusive

What do the screens show for `COc1cc(C(=S)N2CCCC2)ccc1OCc1ccc(C)cc1`?
S3 lipid droplet: inactive; S3 lipid droplet cell count max: -17

What do the screens show for `O=C(COC(=O)C1CC2C=CC1C2)Nc1cccc(S(=O)(=O)N2CCCCC2)c1` (centres undefined)?
S3 lipid droplet: -14%; S3 lipid droplet cell count max: -5

What do the screens show for `Cc1ccc(-c2nn(-c3cc(Cl)ccc3[N+](=O)[O-])c(=O)c3ccccc23)cc1`?
S3 lipid droplet: 11%; S3 lipid droplet cell count max: -1

Results for CC1CCc2nc3ccccc3c(C(=O)OCC(=O)NC3CCS(=O)(=O)C3)c2C1 (centres undefined) ?
S3 lipid droplet: -6%; S3 lipid droplet cell count max: 0

Results for COCCN(CCOC)C(=O)c1cc2c(=O)n3ccccc3nc2s1 ?
S3 lipid droplet: inconclusive

What do the screens show for `Cc1cc(C)nc(NC(=O)c2ccc(Br)cc2)n1`?
S3 lipid droplet: 8%; S3 lipid droplet cell count max: 15

Results for COc1cc(Cl)cc2c1Sc1ccccc1/C2=C/CCN(C)C ?
S3 lipid droplet: inconclusive

How did CCOC(=O)CSc1nnc(-c2ccncc2)o1 do in these assays?
S3 lipid droplet: 5%; S3 lipid droplet cell count max: 4

What do the screens show for `NC(=O)Cc1ncc(C(F)(F)F)cc1Cl`?
S3 lipid droplet: -17%; S3 lipid droplet cell count max: 0

How did O=C(CSc1nnnn1C1CCCCC1)NCc1cccs1 do in these assays?
S3 lipid droplet: inconclusive

What do the screens show for `COc1cccc(CNS(=O)(=O)/C=C/c2ccc3c(c2)OCO3)c1`?
S3 lipid droplet: inconclusive

What do the screens show for `CC(Sc1nc(O)c(-c2ccccc2)c(=O)[nH]1)C(=O)Nc1ccc(Cl)cc1` (centres undefined)?
S3 lipid droplet: inconclusive

What do the screens show for `CCN(CC)S(=O)(=O)c1ccc(S(=O)(=O)N2CCN(CCC#N)CC2)cc1`?
S3 lipid droplet: -19%

What do the screens show for `O=C(COC(=O)c1ccccc1Br)NCCc1ccc(F)cc1`?
S3 lipid droplet: 16%; S3 lipid droplet cell count max: 8

How did CS(=O)(=O)N1CCCC(C(=O)NCCCN2CCN(Cc3ccccc3)CC2)C1 (centres undefined) do in these assays?
S3 lipid droplet: -1%; S3 lipid droplet cell count max: -11

What do the screens show for `O=C(O)c1ccc(N2CCCCCC2)c(N2C(=O)c3ccccc3C2=O)c1`?
S3 lipid droplet: inconclusive

Results for COC(=O)c1cc(NC(=O)c2cccs2)ccc1N1CCOCC1 ?
S3 lipid droplet: inconclusive

Looked up one by one from the entries so far:
Results for COC(=O)c1cc(NC(=O)c2cccs2)ccc1N1CCOCC1 ?
S3 lipid droplet: inconclusive

What do the screens show for `C=CCn1c(SCc2cc(=O)n3ccsc3n2)nc2ccccc2c1=O`?
S3 lipid droplet: -12%; S3 lipid droplet cell count max: 1

What do the screens show for `CC1Cc2cc(/C(O)=C3/C(=O)C(=O)N(CCCN(C)C)C3c3ccncc3)ccc2O1` (centres undefined)?
S3 lipid droplet: 6%; S3 lipid droplet cell count max: 14

Results for COCCN(CCOC)C(=O)c1cc2c(=O)n3ccccc3nc2s1 ?
S3 lipid droplet: inconclusive

How did Cc1ccccc1NC(=O)Nc1nnc(CC(=O)NCc2ccccc2)s1 do in these assays?
S3 lipid droplet: inconclusive

How did Cc1ccc(OCCNC(=O)/C=C/c2ccccc2)cc1C do in these assays?
S3 lipid droplet: inconclusive

How did COc1ccc(C2C(C(=O)c3ccccc3)=C(C)Nc3nc4ccccc4n32)c(OC)c1 (centres undefined) do in these assays?
S3 lipid droplet: inconclusive

Following part
Results for Cc1[nH]c(=S)[nH]c(=O)c1Cc1ccc(OCC(C)C)cc1 ?
S3 lipid droplet: 10%; S3 lipid droplet cell count max: -2

What do the screens show for `C1COCCNCCOCCOCCN1`?
S3 lipid droplet: inconclusive

How did CC(C)NC(=O)c1ccccc1NC(=O)CN(c1ccc2c(c1)OCO2)S(C)(=O)=O do in these assays?
S3 lipid droplet: inconclusive

Results for Cc1cccc(N(CC(=O)NC(C)C)C(=O)c2ccc(N3CCCC3)nc2)c1 ?
S3 lipid droplet: -1%; S3 lipid droplet cell count max: 11

How did CC(NS(=O)(=O)OCC(Cl)(Cl)Cl)c1ccc(Br)cc1 (centres undefined) do in these assays?
S3 lipid droplet: inconclusive

What do the screens show for `OCCN(Cc1ccccc1)CC(O)COc1ccc2c(c1)OCO2` (centres undefined)?
S3 lipid droplet: inconclusive

What do the screens show for `COc1ccccc1N1CCN(S(=O)(=O)CCNC(=O)C2CCCC2)CC1`?
S3 lipid droplet: inactive

Results for COCCNc1nnc(SCC(=O)Nc2sc3c(c2C(=O)c2ccccc2)CCCC3)s1 ?
S3 lipid droplet: inconclusive

What do the screens show for `Oc1ccc(C(c2nnnn2CCc2ccccc2)N2CCN(c3nc4ccccc4s3)CC2)cc1` (centres undefined)?
S3 lipid droplet: -1%; S3 lipid droplet cell count max: 6

What do the screens show for `CCc1ccc2nc(SCC(=O)Nc3ccccc3N3CCOCC3)c(C#N)cc2c1`?
S3 lipid droplet: inconclusive

How did O=S(=O)(c1ccc(OCC2CO2)cc1)c1ccc(OCC2CO2)cc1 (centres undefined) do in these assays?
S3 lipid droplet: inconclusive

What do the screens show for `Cc1csc(NC(=O)CSc2nc(=O)cc(N)n2-c2ccc(F)cc2)n1`?
S3 lipid droplet: inactive; S3 lipid droplet cell count max: 3

How did COc1ccc(-n2c(SCC(=O)Nc3cccc4ccccc34)nc(O)cc2=O)cc1 do in these assays?
S3 lipid droplet: -1%; S3 lipid droplet cell count max: -7

How did CCCN1C(=O)NC2(O)C(=O)c3ccccc3C12O (centres undefined) do in these assays?
S3 lipid droplet: -13%; S3 lipid droplet cell count max: -22

What do the screens show for `C=CCn1c(SCC(=O)N2CCOCC2)nc2c([nH]c3ccccc32)c1=O`?
S3 lipid droplet: 14%; S3 lipid droplet cell count max: -4

4 structures out of the list, sorted by SMILES length, low to high.
How did CCCN1C(=O)NC2(O)C(=O)c3ccccc3C12O (centres undefined) do in these assays?
S3 lipid droplet: -13%; S3 lipid droplet cell count max: -22

How did CC(NS(=O)(=O)OCC(Cl)(Cl)Cl)c1ccc(Br)cc1 (centres undefined) do in these assays?
S3 lipid droplet: inconclusive

Results for Cc1cccc(N(CC(=O)NC(C)C)C(=O)c2ccc(N3CCCC3)nc2)c1 ?
S3 lipid droplet: -1%; S3 lipid droplet cell count max: 11

What do the screens show for `Oc1ccc(C(c2nnnn2CCc2ccccc2)N2CCN(c3nc4ccccc4s3)CC2)cc1` (centres undefined)?
S3 lipid droplet: -1%; S3 lipid droplet cell count max: 6

Other structures:
What do the screens show for `Oc1c(Br)cc(/C=N/n2c(-c3ccccc3)n[nH]c2=S)cc1Br`?
S3 lipid droplet: inactive; S3 lipid droplet cell count max: -7

How did O=C1CCC/C1=C\Nc1ccc(Cl)c([N+](=O)[O-])c1 do in these assays?
S3 lipid droplet: inconclusive

What do the screens show for `Cc1ccccc1/C=N/NC(=O)CSc1nc2ccccc2o1`?
S3 lipid droplet: inconclusive

Results for CC(NC(=O)[C@H](C)NC(=O)N1CCn2c1nc1ccccc12)c1ccccc1 (some centres undefined) ?
S3 lipid droplet: inactive; S3 lipid droplet cell count max: 6

What do the screens show for `Cc1ccn(CCC(=O)N2CCCC(CCC(=O)N3CCN(c4ccccn4)CC3)C2)n1` (centres undefined)?
S3 lipid droplet: 4%; S3 lipid droplet cell count max: 5

How did N#Cc1ccc(C(=O)OCC(=O)NC(=O)NCc2ccccc2)cc1 do in these assays?
S3 lipid droplet: 3%; S3 lipid droplet cell count max: 7

Results for CCCCNC(=S)N(C)/N=C/c1ccc2c(c1)OCO2 ?
S3 lipid droplet: inconclusive

What do the screens show for `CCOC(=O)c1ccc(NC(=S)N(CCN(C)C)Cc2cccs2)cc1`?
S3 lipid droplet: inconclusive

Results for COc1ccc(-c2[nH]ncc2C2N=C(N)Nc3nc4ccccc4n32)cc1 (centres undefined) ?
S3 lipid droplet: inconclusive

How did COC(=O)c1cccc(NC2CC(=O)N(c3ccc(OC)c(OC)c3)C2=O)c1 (centres undefined) do in these assays?
S3 lipid droplet: inconclusive

Results for Nc1ccccc1SC1CC(=O)N(c2ccc3c(c2)OCO3)C1=O (centres undefined) ?
S3 lipid droplet: inconclusive

What do the screens show for `CCO[C@H]1OC(C(=O)N2CCN(C)CC2)=C[C@@H](C)[C@@H]1CCCO`?
S3 lipid droplet: -9%; S3 lipid droplet cell count max: 7

Results for COc1ccc(OCC(O)COc2ccc(OC)cc2)cc1 ?
S3 lipid droplet: inconclusive

Results for CC1(C)Cc2c(sc3nc4n(-c5ccccc5)c(=O)c(CCC(=O)O)nn4c(=O)c23)CO1 ?
S3 lipid droplet: 5%; S3 lipid droplet cell count max: 20

How did O=C(C1CC1)N1CCc2cc(Br)cc(S(=O)(=O)N3CCOCC3)c21 do in these assays?
S3 lipid droplet: inactive

How did COc1ccc(OC)c(S(=O)(=O)n2ccnc2C(C)C)c1 do in these assays?
S3 lipid droplet: inconclusive

Screening data deposited in PubChem BioAssay by National Center for Advancing Translational Sciences (NCATS).
